Screens: PubChem BioAssay, National Center for Advancing Translational Sciences (NCATS)
Pf Dd2 inh – Plasmodium falciparum Dd2 growth inhibition. P. falciparum Dd2 growth, SYBR Green, 72 h. Potency, µM (titrated, usually from 28.9 µM), inactives show at the top dose activity, negative = inhibition, most hits filed as inhibitors. hit rate 4.3% among 120,000; active = well fitted inhibition curve with a large enough effect; inconclusive = small, poorly fitted or top-dose-only effect; inactive = no such curve, though single readings can be large or run the other way;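 note: plate controls were DMSO vehicle for no effect and reference drug for full effect; nearly all actives have a fitted effect of over 65% in size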
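Infected erythrocytes (Dd2, 0.3% parasitemia, 2.5% hematocrit final) are added to compound in RPMI-1640/Albumax II medium, grown 72 h at 37C in low oxygen, then lysed with saponin/Triton-X containing SYBR Green and read by fluorescence.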
Starred values were filed as active, the others as inactive; i = inactive; ? = inconclusive; [ ] = dose if it differs, or a comment. Potency is the fitted concentration of half-maximal effect. These rows are one share of the data, so the mix of outcomes need not match the whole.

SMILES | Pf Dd2 inh
O=C(c1ccc2ccccc2n1)N1CCC2(CC1)CC(Cc1cccc(F)c1)CCO2 (stereo not given) | -1%
CC(=O)N1CC(CO)C2(CCN(C(=O)CC3CCCCC3)CC2)C1 (stereo not given) | -6%
Cc1cc(C(=O)N2CCCC3(CCC(=O)N(Cc4cccnc4)C3)C2)n(C)n1 (stereo not given) | -3%
O=C(C1CCC1)N1CCCC(c2noc(COc3ccccc3)n2)C1 (stereo not given) | ?
CCCCNC(=O)c1ccc2c(c1)N=C(CC)c1ccccc1S2 | ?
Cc1ccccc1Cn1cc(S(=O)(=O)c2ccc(F)cc2)c(=O)c2cc3c(cc21)OCO3 | ?
COc1ccc(NC(=O)Cn2c(SCc3ccc(C)cc3)nc3cccnc32)cc1OC | 9%
O=S(=O)(c1ccccc1)N1CCCC(c2nnnn2-c2ccccc2)C1 (stereo not given) | -2%
CC(=O)c1c(C)nn(CC(=O)N2CCN3C(=O)CN(C)C(=O)C3C2)c1C (stereo not given) | 18%
Cc1ccn2c(=O)cc(COc3ccc(NC(=O)COc4ccc(Cl)cc4)cc3)nc2c1 | -9%
COc1ccccc1-c1cc(C(=O)NCc2ccccc2)c2c(-c3ccc(C)cc3)[nH]nc2n1 | i
CC(=O)N1CCC2(CC1)CC(Cc1ccccc1)=NO2 | 11%[44.1 µM]

For convenience, 3 of the compounds above:
SMILES | Pf Dd2 inh
O=C(c1ccc2ccccc2n1)N1CCC2(CC1)CC(Cc1cccc(F)c1)CCO2 (stereo not given) | -1%
CC(=O)N1CC(CO)C2(CCN(C(=O)CC3CCCCC3)CC2)C1 (stereo not given) | -6%
Cc1cc(C(=O)N2CCCC3(CCC(=O)N(Cc4cccnc4)C3)C2)n(C)n1 (stereo not given) | -3%

(more compounds)
SMILES | Pf Dd2 inh
Cc1ccc(S(=O)(=O)N2C[C@@H](F)C[C@H]2C(=O)N2CCc3ccccc3C2)cc1F | 6%
Cc1noc(C)c1[S+](=O)([O-])N1CCC2(CC1)Cc1ccccc1NC2=O | -11%
CO[C@H]1[C@H](NC(=O)c2cc3ccccc3[nH]2)c2ccccc2C12CCNCC2 | -5%
C[C@H]1CCCN1C(=O)c1nnc(COc2ccc(C#N)cc2)n1-c1ccccc1 | -8%[44.1 µM]
COc1ccc(-c2cc(N3CCCC(NC(=O)c4cccs4)C3)n[nH]2)cc1 (stereo not given) | -16%
Cc1cc(=O)n(CC(=O)Nc2cc(Cl)ccc2C)c(-c2ccc(F)cc2)n1 | -3%
Cc1ccccc1-c1noc(CN2CCCC2=O)n1 | i
O=C(NCc1nnc2n1C(C(=O)NCc1ccc(F)cc1)CC2)c1ccc(Cl)cc1Cl (stereo not given) | 10%
c1ccc(-c2ccccc2Nc2cnc3ccc(-n4ccnc4)nn23)cc1 | i
N#Cc1ccc(CN2C[C@@H](COCC(N)=O)[C@H](c3ccncc3)C2)cc1 | ?
O=C(CN1CCCc2nc(C3CC3)ncc2C1=O)N1CCc2ccccc2C1 | 5%
Cc1nc(CCNC(=O)Cc2ccsc2)no1 | i
COc1ccc(-c2nc3n(n2)C(=O)CC(c2ccc(Cl)cc2)S3)cc1 (stereo not given) | 39%[activator]
CCCNC(=O)c1cccc2c1CCN2C(=O)Nc1ccc(OC)cc1 | -14%
CN(C)Cc1nnc(C2CCN(Cc3cnc(-c4ccccn4)nc3)CC2)n1C | -6%
Cc1ccc(C)c(NC(=O)N2CCN3CCCCC3C2)c1 (stereo not given) | i
CCn1c2ccccc2c2cc(CN3CCN(Cc4ccc(Cl)cc4)CC3)ccc21 | ?
CCOc1ccc(CN2CCC(N(C(=O)CC)C3CCOCC3)CC2)cc1 | i
CCc1ccc(S(=O)(=O)N2CCCN(C)c3ccccc32)cc1 | ?
COc1ccc(-c2noc(-c3cccn3CC(=O)Nc3ccc(C)cc3C)n2)cc1F | ?
COc1ccccc1NC(=O)CSC1=Nc2ccccc2C2=NC(CCC(=O)NCCc3ccccc3)C(=O)N12 (stereo not given) | -22%
NCCc1n[nH]c(=O)n1-c1ccc(Cl)cc1 | 10%
COc1cc(C(=O)Nc2nonc2-c2ccc(C)c(C)c2)cc(OC)c1OC | 8%
COC(=O)c1cc2sc(Cl)cc2n1CC(=O)Nc1cc(C)cc(C)c1 | -4%
COc1ccc(C(C(=O)O)N2CCN(Cc3csc(C)n3)CC2)c(C)c1 (stereo not given) | -18%
Cc1ncoc1C(=O)N1CCC2(CCCN(C3CCOCC3)C2=O)C1 (stereo not given) | -3%
CCOC(=O)c1c(C)[nH]c(C)c1S(=O)(=O)N1CCCC(C(=O)N2CCN(c3cccc(C)c3C)CC2)C1 (stereo not given) | 0.56µM*
O=C(NCCC1CCN(C(=O)Nc2ccc(F)cc2)CC1)c1ccccn1 | ?
CCCN1C(C(=O)c2ccccc2)=C(OC(=O)C(C)(C)C)c2ccccc2S1(=O)=O | i
O=C(Nc1cccc(C(F)(F)F)c1)O[C@@H]1CO[C@H]2[C@@H]1OC[C@@H]2n1nnnc1SC1CCCC1 | ?
COc1ccc(-c2cn3c(n2)sc2cc(C(=O)NCCCc4ccccc4)ccc23)cc1 | ?
COc1ccc(NC(=O)C2=C(C)Nc3c(C(=O)Nc4ccc(C)cc4)cnn3C2c2cccc(Cl)c2)cc1 (stereo not given) | 3.2µM*
Fc1ccc(F)c(Nc2c3c(nc4ccc(Cl)cc24)CCC3)c1 | ?
COc1ccc(-c2cnc3[nH]cc(CC(=O)N4CCOCC4)c3c2)cn1 | ?
COc1cccc(NC(=O)c2oc3ccccc3c2NC(=O)COc2ccccc2C)c1 | 7%
COCCNC(=O)[C@@H]1C[C@H](Oc2ccccc2)CN1C(=O)C1CCC1 | 7%

Molecules from the list above containing a cyano group, in the order listed:
SMILES | Pf Dd2 inh
C[C@H]1CCCN1C(=O)c1nnc(COc2ccc(C#N)cc2)n1-c1ccccc1 | -8%[44.1 µM]
N#Cc1ccc(CN2C[C@@H](COCC(N)=O)[C@H](c3ccncc3)C2)cc1 | ?

Additional results follow:
SMILES | Pf Dd2 inh
CCn1ncnc1C(C)NC(=O)Cn1nc(-c2ccccc2)n(CC)c1=O (stereo not given) | -15%
Cc1ccc(/C=C/c2onc(C)c2S(=O)(=O)N2CCC(C(=O)N3CCN(c4ccccc4F)CC3)CC2)cc1 | 6.3µM*
COc1ccc(OC)c(NC(=O)c2cc3c(n(-c4ccc(Cl)cc4)c2=O)CC(C)(C)CC3=O)c1 | 17%
Cc1nn(Cc2ccccc2)c(C)c1[C@@H]1C=C[C@@H](NS(=O)(=O)c2cccs2)C1 | 13µM*
Cc1ccc2c(=O)cc(C(=O)Nc3ccc(S(=O)(=O)N4CCCCC4)cc3)oc2c1C | 12%
CC(=O)c1ccc(NC(=O)O[C@@H]2CO[C@H]3[C@@H]2OC[C@@H]3n2nnnc2-c2ccc(-c3ccccc3)cc2)cc1 | 0%
COc1ccc(-c2nc(C3CC(=O)N(c4ccc(C)cc4)C3)no2)c(OC)c1 (stereo not given) | i
Cc1ccc(N(C)S(=O)(=O)c2c(-c3ccccc3)csc2C(=O)O)cc1 | 33%[activator]
O=C(c1ccc(Cl)cc1)N1CCC(c2nc3ccccc3o2)CC1 | 3%
O=C(NCCc1csc(-c2ccc(F)cc2)n1)c1c(F)cccc1Cl | i
COC(=O)[C@@H]1C[C@H](NC(=O)CCCc2cccs2)CN1C | -5%
CCN1CCC2(CCC1=O)CN(c1ncnc3c1CCC3)CCN2C (stereo not given) | 12%
CC1CCN(S(=O)(=O)c2ccc3c(ccc(=O)n3CC(=O)NCc3ccccc3Cl)c2)CC1 | -25%
CCn1c(=O)c2c(cc(C)n2C)n(CC(=O)Nc2cc(OC)cc(OC)c2)c1=O | -14%
CN1c2cc(C(=O)N3CCN(c4ccc(Cl)cc4)CC3)ccc2C(=O)N2CCCCC21 (stereo not given) | ?
CN1[C@@H](CCC(=O)NCc2ccc(F)cc2)CNC(=O)[C@@H]2[C@H]1CCN2Cc1cccc(Cl)c1 | -6%
CC(C)(C)c1ccc(-c2cc(C[C@H]3CNCC[C@H]3CC(=O)N3CCCCC3)no2)cc1 | 5µM*
N#Cc1ccc(C(=O)N2CCN(c3cc(-c4ccc(Cl)cc4)[nH]n3)CC2)cc1 | -2%
O=C1COc2ccc(-c3cc(-c4ccc(Cl)cc4)c4c(n3)-c3ccccc3OC4)cc2N1 | 16%
Cc1ccc(NC(=O)Cn2c(=O)n(CCC(=O)NCc3ccccc3Cl)c(=O)c3ccccc32)cc1 | -23%
Cc1cc(C)cc(Nc2nc3ccccc3n3cnnc23)c1 | ?
O=C1CCCN1CCCN1C(=O)[C@H]2CNC[C@H]2C1=O | 6%
Cc1cccc(NC(=O)Cn2ccn3nc(-c4ccccc4)c(CO)c3c2=O)c1 | 5%
O=C(C1CCN(S(=O)(=O)Cc2ccccc2)CC1)N1CCN(c2ccc(F)cc2)CC1 | ?

Compounds listed so far that contain an NH in an aromatic ring, in the order listed:
SMILES | Pf Dd2 inh
COc1ccccc1-c1cc(C(=O)NCc2ccccc2)c2c(-c3ccc(C)cc3)[nH]nc2n1 | i
CO[C@H]1[C@H](NC(=O)c2cc3ccccc3[nH]2)c2ccccc2C12CCNCC2 | -5%
COc1ccc(-c2cc(N3CCCC(NC(=O)c4cccs4)C3)n[nH]2)cc1 (stereo not given) | -16%
NCCc1n[nH]c(=O)n1-c1ccc(Cl)cc1 | 10%
CCOC(=O)c1c(C)[nH]c(C)c1S(=O)(=O)N1CCCC(C(=O)N2CCN(c3cccc(C)c3C)CC2)C1 (stereo not given) | 0.56µM*
COc1ccc(-c2cnc3[nH]cc(CC(=O)N4CCOCC4)c3c2)cn1 | ?
N#Cc1ccc(C(=O)N2CCN(c3cc(-c4ccc(Cl)cc4)[nH]n3)CC2)cc1 | -2%

(further entries)
SMILES | Pf Dd2 inh
Cc1cc(=O)n(CC(=O)Nc2cccc(C(F)(F)F)c2)c(N2CCC(C)CC2)n1 | ?
COc1cccc(NC(=O)C2CCN(S(=O)(=O)c3ccc4[nH]c5c(c4c3)CCCCC5)CC2)c1 | i
CCCN(CCC)CCCNC(=O)c1cnn(-c2ccc(F)cc2)c1-n1cccc1 | ?
CCOC(=O)c1[nH]c(C)c(CCC(=O)NCc2ccc(N(C)C)cc2)c1C | ?
CCS(=O)(=O)NCCc1csc2nc(-c3ccc(C)cc3)nn12 | 7%
CN1CCN(C(=O)CC[C@@H]2CNC(=O)[C@@H]3C[C@H](NC(=O)Nc4ccccc4)CN23)CC1 | -8%[44.1 µM]
O=C(N[C@@H]1CNCCC[C@H]1O)c1ccc(OCCN2CCCC2)cc1 | -12%[44.1 µM]
O=C(CCCc1ccccc1)N1CCCCCC1c1nc(C2CC2)no1 (stereo not given) | -16%
COc1ccc(Cn2c3c(c(=O)n2Cc2ccccc2)CCN(C(=O)CCc2cccnc2)C3)cc1 | -26%
Cc1cc(C)n(Cc2cccc(C(=O)N3Cc4ccccc4C(O)C3)c2)n1 (stereo not given) | -3%
c1ccc(Oc2nccn3c(-c4ccc(CNCc5ccn[nH]5)cc4)cnc23)cc1 | -30%[44.1 µM]
O=C1NCCCCCCN(C(=O)Nc2ccccc2)[C@H]2C[C@H](c3nc(-c4cccnc4)no3)C[C@@H]12 | -12%
CC1CCN(C(=O)c2cc3c(s2)CCC(C(=O)O)C3)CC1 (stereo not given) | 3%
COc1ccc(CC(=O)N2CC[C@H]3CC(=O)N(Cc4ccccc4)CC[C@H]3C2)cc1 | i
CCCSc1ncc(Cl)c(C(=O)Nc2sc(C(C)=O)c(C)c2C(=O)OCC)n1 | 5%
Cc1nn2c(=O)cc(COc3ccc(/C=C(\C#N)C(=O)Nc4ccccc4C)cc3)nc2s1 | ?
Cc1cc(C(=O)Nc2ccc(C(O)[C@H]3COCC(=O)N3Cc3ccc(C(F)(F)F)cc3)cc2)n(C)n1 (stereo not given in full) | ?
COc1cccc(CNC(=O)CCCN2C(=O)CSc3c2c(C)nn3-c2ccccc2)c1OC | -7%
CC(C)Oc1ccc(CNC(=O)c2ccc3c(c2)N(C)C(=O)C2CCCCN32)cc1 (stereo not given) | -27%
CN(Cc1ccc(-c2ccccc2)cc1)C(=O)c1ccc(Cl)nc1 | ?
Cc1ccc(CN2CCC3(Cc4ccccc4CNC3=O)C2)cc1C (stereo not given) | -14%
COc1ccc(CNC(=O)N2CCC3(CC2)CC(OC)CCO3)cc1 (stereo not given) | 23%
COc1ccc(CN2CCOC[C@H](OCC(=O)N(C)C)C2)cc1 | -4%[44.1 µM]
COc1cc(OC)c(NC(=O)CCCn2nc(C)c3sc4ccccc4c3c2=O)cc1Cl | 5%
O=C(NCCn1c(=O)c(=O)[nH]c2ccccc21)C1CC(=O)N(c2n[nH]c3ccccc23)C1 (stereo not given) | i
CC(C)c1nc2c(c(-c3ccc(Cl)cc3)n1)CCN([S+](=O)([O-])c1cccs1)CC2 | ?
COc1ccccc1-n1nc(CC(N)=O)nc1C1CCCCn2nnnc21 (stereo not given) | -5%
O=C(Cc1ccc(-c2ccccc2)cc1)NCCS(=O)(=O)N1CCN(c2ccccc2F)CC1 | i
COc1ccc(CNC(=O)CN2C(=O)C(c3ccccc3)=NC23CCCC3)cc1OC | i
COc1ccc(-c2nc(CN3CCC(F)(F)CC3)c(C)o2)c(OC)c1C | ?
CCS(=O)(=O)N(C1CC1)C1CCOC2(CCN(C(=O)c3cccc(F)c3)CC2)C1 (stereo not given) | -18%
COc1ccc(S(=O)(=O)Nc2ccc(C)n(CC(=O)N(C)C)c2=O)cc1 | i
CCNC(=O)[C@@H]1C[C@H](n2cc(-c3ccc(CN4CCOCC4)cc3)nn2)CN1 | -21%
CCOc1ccc(-n2c(SCC(=O)Nc3ccc(F)cc3)nc3c([nH]c4ccccc43)c2=O)cc1 | ?
Cc1cc(C(F)(F)F)nn1CCNC(=O)[C@H]1CCC[C@H](O)C1 | -10%
O=C(O)C[C@@H]1CCN(C(=O)c2cccs2)C[C@@H]1CCN1CCN(c2ccccn2)CC1 | 7%
